Source: PubChem BioAssay (National Center for Advancing Translational Sciences (NCATS))
ALOX12 inh: Primary qHTS assay for inhibitors of human arachidonate 12S-lipoxygenase (ALOX12): Round 2. Polyunsaturated fatty acid lipoxygenase ALOX12 (Homo sapiens), P18054. purified 12hLO, xylenol orange hydroperoxide absorbance. Potency, µM (series often up to 108 µM), without a hit: at the top dose activity change, negative = inhibition, actives largely listed as inhibitors. actives 1.1% (n = 580,000); active = well fitted inhibition curve with a large enough effect; inconclusive = small, poorly fitted or top-dose-only effect, or another doubt; inactive = no such curve, though single readings can be large or run the other way
Target sequence (P18054 whole entry, looked up): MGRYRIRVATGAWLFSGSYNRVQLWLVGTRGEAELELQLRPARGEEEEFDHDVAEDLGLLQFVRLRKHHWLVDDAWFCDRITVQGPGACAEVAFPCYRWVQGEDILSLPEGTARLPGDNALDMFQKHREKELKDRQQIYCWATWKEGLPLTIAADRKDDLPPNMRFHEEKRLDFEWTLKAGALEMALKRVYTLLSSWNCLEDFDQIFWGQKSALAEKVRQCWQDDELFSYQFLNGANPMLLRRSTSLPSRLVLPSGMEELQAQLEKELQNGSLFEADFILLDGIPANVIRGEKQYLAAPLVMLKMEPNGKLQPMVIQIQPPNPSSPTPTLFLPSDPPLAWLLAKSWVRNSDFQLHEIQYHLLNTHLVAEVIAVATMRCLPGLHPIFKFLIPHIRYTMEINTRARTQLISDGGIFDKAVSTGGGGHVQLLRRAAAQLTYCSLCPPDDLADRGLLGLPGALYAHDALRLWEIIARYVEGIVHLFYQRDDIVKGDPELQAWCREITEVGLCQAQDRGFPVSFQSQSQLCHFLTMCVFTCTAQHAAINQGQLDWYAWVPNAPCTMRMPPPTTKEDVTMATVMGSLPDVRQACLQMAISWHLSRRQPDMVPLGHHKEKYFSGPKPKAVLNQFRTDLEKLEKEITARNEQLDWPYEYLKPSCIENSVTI
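Purified human 12hLO at 150 nM in 25 mM Hepes, 0.01% Triton X-100, pH 7.0, preincubated 15 min at room temperature with compound. Reaction started with 40 uM arachidonic acid, 30 min at room temperature. Hydroperoxide measured by Fe-xylenol orange, 573/405 nm absorbance ratio.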
Active calls of the source: *; ? = inconclusive; [ ] = remark or other dose. % is set by controls: 0 for no effect and ±100 for the full control effect; potency is the fitted concentration of half-maximal effect. A portion of the library; rates above refer to the full screens.

| canonical_smiles | ALOX12 inh |
| --- | --- |
| CCCc1noc(CCC(=O)Nc2ccc(OC)c(OC3CCCC3)c2)n1 | ? |
| CCOC1CCN(C(=O)c2ccccc2-c2ncc(-c3ccc(C)cc3)o2)CC1 | -1.4% |
| Cc1noc(C)c1-c1ccc2ncnc(N(C)C)c2c1 | ? |
| CC(=O)Nc1ccc(CN[C@@H]2CO[C@H](CNC(=O)c3cccs3)[C@H]2O)cc1 | 14.8%[176 µM] |
| CN(C)c1ccc(-c2nnc([C@H]3CCN(Cc4ccco4)C3)o2)cc1 | 57.8%[activator][176 µM] |
| Cc1ccc(NC(=O)N2CCOCCNC(=O)[C@H]3CCCC[C@H]32)cc1C | 43.9%[activator] |
| CC(=O)N1CCc2nn(CC(=O)Nc3ccc(F)c(F)c3)c(=O)cc2C1 | 27.5% |
| COc1ccc(CNC(=O)N2CCC3(CC2)CC(N2CCOCC2)CCO3)cc1 (stereo not drawn) | -2.6% |
| CC(=O)NCCNc1nc(-c2ccc(N(C)C)cc2)nc2ccccc12 | -5.5% |
| CCOCCn1c(N2CCN(Cc3ccc(Cl)c(Cl)c3)CC2)nc2c1c(=O)[nH]c(=O)n2C | 22.2% |
| CC(=O)N(CCC(C)C)c1nc(C)c(C(=O)Nc2ccc3[nH]ccc3c2)s1 | -1.5% |
| Cc1cc(C)c(NC(=O)CN(C)CC(=O)NC(=O)NCc2ccccc2)c(C)c1 | 21.6% |
| Cc1noc(C)c1-c1nccc(N2CCN(C)CC2)n1 | 1.7% |
| CCOc1ccc(NC(=O)c2ccc(Cl)cc2)c2cccnc12 | -4.2% |
| Cc1cc(C(=O)N2CCCCCCNC(=O)[C@@H]3C[C@@H](c4nc(-c5cccnc5)no4)C[C@@H]32)n(C)n1 | 29.2% |
| CCC(C)c1ccccc1NC(=O)CSc1ncnc2ccccc12 (stereo not drawn) | 17.3% |
| COc1cc(SC)ccc1C(=O)N[C@@H]1C=C(C(=O)N[C@H](C)C(N)=O)C[C@@H](O)[C@@H]1O | 46.4%[activator][176 µM] |
| O=C(c1ccoc1)N1CCC[C@H](n2c(=O)n(Cc3ccccc3)c3cccnc32)C1 | 32.7% |
| Cn1nc(C(=O)NC2CCCCCC2)c(Cl)c1C(F)(F)F | -28.1% |
| Cc1ccc(Nc2nc(COC(=O)c3ccc4c(c3)C(=O)N(C)C4=O)cs2)cc1 | 43.7%[activator] |
| CCC1CCCCN1C(=O)Cn1c(=O)n(-c2ccccc2)c(=O)c2sccc21 (stereo not drawn) | ? |
| CCOc1c(Cl)cc(C(=O)NC(C)Cn2cccn2)cc1OC (stereo not drawn) | ? |
| O=C(CN1CCCCC1)N1CCCN(S(=O)(=O)c2ccccc2)C1c1ccccc1 (stereo not drawn) | 3.2% |
| O=C(Cc1cccc(F)c1)N1C[C@@H](CO)[C@H](c2nc(C3CC3)no2)C1 | -1.3% |
| CC(C)Cc1ccc(C(=O)C2CCNCC2)cc1 | ? |
| C=CCN(Cc1cccs1)C(=O)C1CCC1 | 11.6% |
| CCSc1ncc(Cl)c(C(=O)Nc2ccccc2C(F)(F)F)n1 | 4.7% |
| COc1ccc(-c2nsc3c2NC(=O)CC3c2cc(OC)c3c(c2OC)OCO3)cc1 (stereo not drawn) | -4.0% |
| O=C(NCc1ccccc1Cl)[C@@H]1[C@@H](CO)[C@@H]2Cn3c(cccc3=O)[C@@H]2N1C(=O)C1CCC1 | 0.4% |
| CC(C)=NNC(=O)C(C)Sc1ccccc1 (stereo not drawn) | -0.5% |
| O=C(NCc1ccccc1)c1ccc(-c2cccs2)cc1 | -67.1% |
| CC(COc1cccc(Br)c1)CN1CCC(C(O)(c2ccccc2)c2ccccc2)CC1 (stereo not drawn) | ? |
| COc1ccc(-n2c(=O)c3c(n2Cc2ccccc2)CN(Cc2nccn2C)CC3)cc1 | 48.4%[activator][176 µM] |
| CCn1ccn2c(-c3ccccc3)nc(C)c2c1=O | 21.9% |
| Cc1ccc(C(=O)Nc2ccc(C(C)C)cc2)cc1Cl | -20.5% |
| O=C(CCc1ccsc1)N1CCC2(CCCN(Cc3cccnc3)C2=O)C1 (stereo not drawn) | 39.2%[activator] |
| CC(C)Cc1nn2c(=O)cc(COC(=O)c3cccc(NC(=O)c4ccc(Cl)cc4)c3)nc2s1 | 35.7%[activator] |
| COc1ccc2c(c1)-c1nc(-n3ncc(C(=O)N(C)CCO)c3C3CC3)ncc1CC2 | 8.4% |
| O=C(Cc1ccccc1F)NC1CC2CC1C1CCCC21 (stereo not drawn) | 0.2% |
| COc1cccc(C(=O)N[C@H](C(=O)N2CCC[C@H]2C(=O)NC2CCCC2)C2CCCCC2)c1 | 12.4% |
| CC(C)c1ccc(C(=O)N2CCC[C@H]2c2nc(-c3ccccc3)no2)cc1 | 7.0% |
| Cn1c(-c2cccc(Br)c2)c(-c2cn3ccccc3n2)c(=O)n(C)c1=O | ? |
| c1ccc2c(c1)COC1(CCNC1)CN2CC1CCCC1 (stereo not drawn) | -0.2%[12.5 µM] |
| CN(C)C[C@@H]1CN(S(C)(=O)=O)C[C@H]1NC(=O)c1ccc(C#N)cc1 | 105.2%[activator] |
| COC(=O)c1ccc(CN(C)C(C)C(=O)NCc2cccs2)cc1 (stereo not drawn) | 47.0%[activator] |
| COc1ccc(-c2nc(CN3CCN(C(=O)NC(C)C)CC3)c(C)o2)cc1 | 21.3% |
| OCC1CN(C2CCC2)CC12CCN(Cc1ccc[nH]1)CC2 (stereo not drawn) | 104.4%[activator] |
| CCC(C)(C(=O)NC1CCCCC1)N(C(=O)CNC(=O)c1ccccc1)c1ccccc1 (stereo not drawn) | -20.7% |
| COc1cccc(Cn2c(=O)c(C)nc3cnc(N(C)C)nc32)c1 | ? |
| Cc1ccc(CNC(=O)Cn2c(=O)ccc3cc(S(=O)(=O)N4CCC(C)CC4)ccc32)o1 | 16.3% |

(continued)
| canonical_smiles | ALOX12 inh |
| --- | --- |
| CCOc1ccc(NC(=O)C2CN(S(=O)(=O)c3cccnc3)CC23CCCCC3)cc1 (stereo not drawn) | 16.9% |
| COCCOc1nc(-c2ccc(Cl)c(Cl)c2)n(-c2ccc(NC(=O)CCl)cc2)n1 | ? |
| CC(C)Cn1c(=O)c2ccccc2n2c(SCC(=O)Nc3ccccc3F)nnc12 | 30.6%[activator] |
| C[C@H]1COc2cc(NCCO)ccc2S(=O)(=O)N1 | ? |
| Cc1ccc(C(=O)Nc2cccc(-c3nc(CNC(=O)c4cccc(C)c4C)c(C)o3)c2)s1 | 9.2% |
| O=C(c1ccncc1)N1CCC2(CC1)CC(N(C(=O)c1ccccc1)C1CC1)CCO2 (stereo not drawn) | 17.5% |
| Cc1ccc(Cl)c(OCc2n[nH]c(=S)n2CC2CCCO2)c1 (stereo not drawn) | 0.0% |
| Cc1noc(-c2cn(C3CCN(C(=O)c4ccccc4)C3)nn2)n1 (stereo not drawn) | 12.1% |
| Cc1cc(C)c(NC(=O)C2CCCC2)c(C)c1 | -30.1% |
| O=C(CCc1c[nH]c2ccccc12)N1CCCC2(CCOC2)C1 (stereo not drawn) | 17.9% |
| CC(C)CCN1CCC(N2CCN(S(=O)(=O)Cc3ccc(F)cc3Cl)CC2)C1=O (stereo not drawn) | -3.4% |
| O=C(N1CCC(NS(=O)(=O)c2ccccc2)CC1)N1CC2CC(C1)[C@H]1CCCC(=O)N1C2 (stereo partly drawn) | 12.9% |
| COc1cc2c(cc1OC)-c1c(c(C(=O)N3CCCC3)nn1-c1ccccc1F)C2 | -7.8% |
| NC(=O)CCN(Cc1ccccc1)C(=O)NCC(F)(F)F | 6.2% |
| CCC(C(=O)NC1CCCC1)n1c(-c2ccnc3ccccc23)nc2ccccc21 (stereo not drawn) | -4.6% |
| Cn1c(=O)[nH]c(=O)c2c1nc(N1CCC(C(N)=O)CC1)n2Cc1ccccc1F | -18.5% |
| Cn1ncc(C(=O)NCc2cccnc2)c1-n1cccc1 | -7.7% |
| Cc1cc(CNC(=O)c2cnn(-c3ncc4c(n3)-c3ccccc3CC4)c2C2CC2)on1 | 10.9% |
| CS(=O)(=O)N1CCCC(C(=O)NCC2CCN(Cc3ccc(F)cc3)CC2)CCNC(=O)CC1 (stereo not drawn) | 41.7%[activator] |
| O=C(c1ccc(Br)o1)N1CCc2nn(CC3CC3)c(=O)n2CC1 | 43.2%[activator] |
| CCC(=O)N1CCc2c(sc3ncnc(NCc4cccnc4)c23)C1 | 61.8%[activator] |
| Cc1ccc(NC(=O)Cn2cc(C#N)c3ccccc32)cc1 | -7.9% |
| CN1CCN(C(=O)c2cnc(N3CCCC3)c3ccccc23)CC1 | 4.7% |
| O=C(N[C@@H]1COCC[C@@H]1OCC1CC1)c1conc1-c1ccccc1 | 5.9% |
| CC(C)(C)OC(=O)N1CCC2CCN(S(C)(=O)=O)CC21 (stereo not drawn) | -0.6% |

Rewritten field by field: part of the list above
O=C(N1CCC(NS(=O)(=O)c2ccccc2)CC1)N1CC2CC(C1)[C@H]1CCCC(=O)N1C2 (stereo partly drawn)
- ALOX12 inh: 12.9%

CCC(C(=O)NC1CCCC1)n1c(-c2ccnc3ccccc23)nc2ccccc21 (stereo not drawn)
- ALOX12 inh: -4.6%

Cc1ccc(C(=O)Nc2cccc(-c3nc(CNC(=O)c4cccc(C)c4C)c(C)o3)c2)s1
- ALOX12 inh: 9.2%

CCC(=O)N1CCc2c(sc3ncnc(NCc4cccnc4)c23)C1
- ALOX12 inh: 61.8%[activator]

Next part.
| canonical_smiles | ALOX12 inh |
| --- | --- |
| CC(C(=O)N1CCNC1=O)N(C)Cc1ccc(Cl)cc1 (stereo not drawn) | 4.4% |
| CC(C)[C@@H](N)C(=O)N1CCC(n2nccc2NC(=O)c2ccccc2)CC1 | 60.7%[activator] |
| CCCc1noc(-c2cn(C3CCN(C(=O)c4ccc(F)cc4)CC3)nn2)n1 | -2.4% |
| Cc1noc(-c2cn(C3CCN(C(=O)C(C)Oc4ccc(Cl)cc4)CC3)nn2)n1 (stereo not drawn) | 34.1%[activator] |
| CCOc1ccc(CC(=O)N2CCC[C@H]2c2nc(-c3ccc(OC)cc3)no2)cc1OCC | -3.7% |
| CC(=O)Nc1ccccc1-c1nccc2c(=O)cc(N(C)C3CCOCC3)oc12 | 14.8%[176 µM] |
| Cc1ccc(C(=O)NC2CCCN(c3cc(-c4ccc(Cl)cc4)[nH]n3)C2)cn1 (stereo not drawn) | -27.4% |
| Cc1ccsc1C(=O)N1CCC(n2cnnc2-c2ccccc2)C1 (stereo not drawn) | 41.9%[activator] |
| O=C(Nc1cccc2ncccc12)C1CCCN(S(=O)(=O)c2ccc(F)cc2)C1 (stereo not drawn) | -7.0% |
| COc1ccc2[nH]c(C(=O)N3CCCCCNC(=O)[C@@H]4CCC[C@@H]43)cc2c1 | 28.4% |
| O=C(c1ccoc1)N1CCC(n2cc(-c3nc(-c4ccccc4)no3)nn2)CC1 | ? |
| Cc1ccccc1C(=O)/C=C/c1cc2ccccc2nc1N1CCOCC1 | 7.4% |
| Cc1ccc2c(c1)N1C(=O)OC[C@@H]1CCN(C(=O)Nc1ccccc1)C2 | 16.2%[176 µM] |
| CS(=O)(=O)N1CCCN(C(=O)C2CCOCC2)CCNC(=O)CC1c1ccccc1 (stereo not drawn) | 42.0% |
| CCN1C(=O)CN(C(=O)c2cccc(C)c2)CC12CCOCC2 | -5.7% |
| O=C(C[C@H]1CC[C@@H](NC(=O)c2ccncc2)[C@@H](CO)O1)NCC1CC1 | -2.9% |
| COc1ccc(-n2c(=O)c(-c3ccc(Cl)cc3)nc3cnc(N4CCOCC4)nc32)cc1 | ? |
| COc1cccc(C(=O)N2CCC3(CC2)CC(Cc2ccccc2)=NO3)c1 | 7.3%[176 µM] |
| COc1ccc(-c2cscc2N)cc1 | ? |
| Cn1cc(S(=O)(=O)N2CCC(C(=O)Nc3cccc(Br)c3)CC2)cc1C(N)=O | 8.3% |
| Fc1ccc(-c2noc([C@@H]3Cc4nc[nH]c4CN3Cc3cc4ccccc4o3)n2)cc1Cl | 2.5% |
| Cn1c(=O)c(-c2cccs2)nc2cnc(OCc3ccccc3)nc21 | ? |
| Cc1ccc(CC(=O)N(C)CC(=O)Nc2ccccc2C(F)(F)F)cc1 | -7.8% |
| CNC(=O)[C@@H]1CN(C(=O)Cn2ccnc2C)C[C@H]1c1nc(COC)no1 | 21.2% |
| Nc1nccnc1C(=O)NCCCNc1ccc(C(F)(F)F)cn1 | 0.0% |
| COC(=O)C1=C(C)N(Cc2ccccc2F)C(=O)CC1c1ccccc1Cl (stereo not drawn) | 18.0% |
| COCc1c(C(=O)NC2CCCCCC2)cnn1-c1nccc(-c2cc(C)sc2C)n1 | 1.8% |
| CC(C)CCn1nc(C(=O)NCCc2ccc(S(N)(=O)=O)cc2)c2ccccc2c1=O | 0.1% |
| CN1C[C@@H](NC(=O)COc2ccccc2)C[C@H]1c1nc(-c2ccc3c(c2)OCO3)no1 | 18.3%[176 µM] |
| CC(=O)N1CCC(CC(=O)N2CCCC(c3[nH]ccc3C(N)=O)C2)CC1 (stereo not drawn) | 4.8% |
| CCC(C)(C)C1CCc2c(sc(NC=O)c2C#N)C1 (stereo not drawn) | 4.5% |
| Cc1cccc(OCCNC(=O)c2ccc3c(c2)NC(=O)CS3)c1 | -10.2% |
| CN1CCc2c([nH]c3ccccc23)C12CCN(S(=O)(=O)c1cccnc1)CC2 | 1.0% |
| CC(=O)N1CCC2(CCN(Cc3cc(C(F)(F)F)cc(C(F)(F)F)c3)CC2)CC1 | -8.5%[57.4 µM] |
| COCCn1c(C)cnc1CC1CCN(C(=O)NCCc2ccccc2)C1 (stereo not drawn) | 29.2% |
| CC1=C[C@@H](CNCc2ccccn2)[C@H](C(C)C)C[C@H]1Cc1nnc(-c2ccccc2F)o1 | 140.4%[activator][176 µM] |
| CN(C)Cc1nnc(C2CCCN(C(=O)c3cccc(N(C)C)c3)C2)n1C (stereo not drawn) | 44.8%[activator] |
